# CHOP inh: blocks CHOP induction under ER stress; CHO-K1 CHOP-promoter luciferase, tunicamycin-induced, 15-18 h; inhibition, % at 10 µM; actives 3.8% (n = 220,000); AID 2732;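 active means compounds that reduced the stress-induced luciferase reporter signal by more than about 70% of percent inhibition, limit read from the data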;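 further: 0% = tunicamycin plus vehicle and 100% = wells without tunicamycin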
# TRPML3 agonist: activates the human TRPML3 channel; Q8TDD5; HEK293 TRPML3-YFP, Fluo-8 calcium fluorescence; 100% = the carbachol control signal; activation, % at 3 µM; actives 0.29% (n = 220,000); AID 1448;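 active means activation above its plate's cutoff, the mean activation of the plate's test wells plus 3 SD, cut at about 12% in these data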;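 further: 0% = DMSO only wells and 100% = carbachol wells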
# Target sequence (Q8TDD5 whole entry, looked up): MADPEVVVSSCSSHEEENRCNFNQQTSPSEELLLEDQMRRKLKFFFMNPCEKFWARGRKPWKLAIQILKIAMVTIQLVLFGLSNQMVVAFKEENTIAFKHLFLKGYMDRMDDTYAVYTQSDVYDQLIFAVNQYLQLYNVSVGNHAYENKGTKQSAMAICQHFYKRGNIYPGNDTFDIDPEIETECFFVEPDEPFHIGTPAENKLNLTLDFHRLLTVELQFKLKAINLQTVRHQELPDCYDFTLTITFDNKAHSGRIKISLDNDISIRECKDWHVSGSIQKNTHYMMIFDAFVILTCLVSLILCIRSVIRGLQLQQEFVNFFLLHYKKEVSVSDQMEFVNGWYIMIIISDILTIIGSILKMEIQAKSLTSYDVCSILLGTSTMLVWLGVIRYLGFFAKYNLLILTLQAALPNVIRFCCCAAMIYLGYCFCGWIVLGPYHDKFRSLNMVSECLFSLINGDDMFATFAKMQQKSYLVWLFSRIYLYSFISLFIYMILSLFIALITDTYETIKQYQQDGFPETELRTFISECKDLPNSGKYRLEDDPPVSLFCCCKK
#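 Material: TRPML3-YFP stable HEK293 cells | Dosing: One concentration, 3 µM nominal, 0.3% DMSO | Timing: 125 s total fluorescence read per well | Technique: Fluo-8 calcium dye fluorescence, ex 470-495, em 515-575 nm | Measure: Percent activation from peak-to-basal fluorescence ratio, scaled between DMSO and carbachol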
# EP2 modulator: modulators of human EP2 prostaglandin E2 receptor. P43116. EP2-expressing cells, cAMP HTRF FRET, PGE2 co-stimulation. induction, % at 25 µM. actives 0.83% (n = 260,000). AID 940;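 active means compounds whose cAMP rise, as percent of the full-agonist control response, exceeds 60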;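 further: rat C6 glioma line stably carrying human EP2 under a CMV promoter; the protocol text gives 20 µM as final concentration; 100% = response of wells given 1 µM PGE2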
# PPC-1+TRAIL kill: kills PPC-1 cancer cells in the presence of TRAIL | AID 1443 | PPC-1 cells + TRAIL, ATPLite viability luminescence | cell killing (% activity), % at 4 µM | actives 0.41% (n = 220,000);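 active means cell killing above 50% in the first pass at 4 µM, then a duplicate retest at 5 µM averaging 50% or more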;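 further: plate controls were cells with TRAIL plus DMSO for no effect and medium-only wells lacking cells for full effect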
# NPY-Y1 antag: blocks the human neuropeptide Y Y1 receptor. inhibition, % at 3.6 µM. P25929. AID 1040. actives 1% (n = 200,000). HEK293-CNG Y1 cells, membrane potential fluorescence; NPY at EC95, then isoproterenol;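 active means inhibition above the campaign mean inhibition of all tested compounds plus 3 SD, cut at about 20% in these data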;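 further: 0% = DMSO wells given NPY plus isoproterenol and 100% = isoproterenol alone without NPY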
#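 Material: Y1- and CNG-channel-expressing HEK293 cells / Probe or stimulus: NPY 25 nM then isoproterenol 1 µM plus Ro 20-1724 25 µM / Doses: 3.6 µM single dose, DMSO 0.4% / Schedule: compound incubation 1 h at room temperature, readout 45 min post-stimulation / Signal: membrane potential fluorescence / Benchmarks: isoproterenol-only wells as full block versus NPY-plus-isoproterenol wells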
# TRPN1 ag: agonists of zebrafish TRPN1 channel | AID 1424 | HEK293 zebrafish TRPN1-YFP, Fluo-8 calcium fluorescence; 100% = response to 87 µM carbachol | actives 0.18% (n = 220,000) | activation, % at 3 µM;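 active means activation above its plate's cutoff, the mean activation of test wells on that plate plus 3 SD, cut at about 19% in these data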;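 further: 0% = DMSO alone and 100% = 87 µM carbachol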
#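 Material: zebrafish TRPN1-YFP in HEK293 cells. Doses: one dose of 3 µM, 0.3% DMSO. Incubation: dye 1 h 37 °C plus 30 min RT. Measured by: intracellular calcium fluorescence with Fluo-8.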
# EP2 antag: EP2 receptor (human) inhibition; P43116; C6 glioma cells expressing human EP2, cAMP TR-FRET; cells stimulated with saturating PGE2; inhibition, % at 25 µM; actives 0.52% (n = 260,000);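 active means percent inhibition above 40 after rounding to a whole number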;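 further: rat C6 glioma host cells with rolipram phosphodiesterase inhibitor present; the protocol text gives 20 µM as final concentration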
# NPY-Y1 PAM-ag: potentiators or agonists of human neuropeptide Y receptor Y1 | P25929 | NPY-Y1 expressing cells, potentiator/agonist activation | activation, % at 3.6 µM | actives 0.37% (n = 220,000) | AID 1304; in the data active means activation above about 33%, passing the limit was not always enough;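 further: cells stimulated with NPY at EC10 then isoproterenol at EC100; 0% = low agonist plus stimulus and 100% = saturating agonist plus stimulus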
# 14-3-3 Bad inh: disrupts binding of bovine 14-3-3 zeta to phospho-Bad peptide; P63103; TR-FRET 14-3-3zeta/Dy647-pBad peptide displacement, 1 h; inhibition, % at 21.7 µM; actives 0.71% (n = 220,000); AID 781;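 active means inhibition above about 70%, limit read from the data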;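 further: 0% = full 14-3-3 plus peptide FRET controls and 100% = background without 14-3-3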
# Target sequence (P63103 whole entry, looked up): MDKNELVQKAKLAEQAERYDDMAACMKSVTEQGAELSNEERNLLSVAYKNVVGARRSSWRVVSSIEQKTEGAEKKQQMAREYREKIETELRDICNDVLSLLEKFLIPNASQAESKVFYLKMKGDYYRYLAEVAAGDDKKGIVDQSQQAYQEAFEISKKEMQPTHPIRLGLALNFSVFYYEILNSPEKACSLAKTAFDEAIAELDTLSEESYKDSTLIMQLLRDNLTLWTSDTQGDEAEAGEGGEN
# An asterisk follows results filed as active; . = not tested or not shown; [ ] = dose if it differs, or a comment. This is a subset (hit frequency here may not be typical).
# Results follow in this order: CHOP inh	TRPML3 agonist	EP2 modulator	PPC-1+TRAIL kill	NPY-Y1 antag	TRPN1 ag	EP2 antag	NPY-Y1 PAM-ag	14-3-3 Bad inh
CCc1ccc(CNC(=O)Cn2nc(-c3ccc(C)cc3)ccc2=O)cc1
    25	-0.8	21	4	2	-0.9	5	-34	13
O=C(N/C(=C/c1cccnc1)C(=O)N1CCOCC1)c1ccccc1F
    -1	0.9	-3	-26	.	3.5	11	5	-5
Cn1ncc2c(Nc3ccc4ccccc4c3)ncnc21
    13	0.4	-21	-4	0	0.4	7	10	5[fluorescence artefact?]
C[C@H]1C=C(C(=O)N2CCOCC2)O[C@@H](OCc2ccc(CO)cc2)C1
    -10	-0.2	-5	9	0	-1.8	.	16	2
C[C@H]1[C@H](C)CC[C@]2(C)CC[C@]3(C)C(=CC[C@@H]4[C@@]5(C)CC[C@@H](O)[C@](C)(C(=O)O)[C@@H]5CC[C@]43C)[C@H]12
    1	.	21	8	.	.	12	.	6
CCOc1ccc(C(=O)NC(=S)Nc2ccc(NC(=O)c3ccco3)c(C)c2)cc1[N+](=O)[O-]
    28	0.7	2	-3	0	0.7	5	-29	-9
O=C(Cc1cccs1)NCc1ccc2c(c1)OCO2
    15	0.3	24	10	3	-0.1	11	-29	5
CC(=O)c1c(C)[nH]c(C(=O)CSc2nc3ccc(C)cc3[nH]2)c1C
    51	-0.8	-14	11	10	1.9	14	3	5
COc1ccc(/C=C(/C(=O)NCc2ccccc2)c2ccccc2)cc1
    30	0.0	51	-3	3	-0.2	-2	-23	-3
CC1CN(S(=O)(=O)c2ccc(C(=O)Nc3ccc(S(=O)(=O)Nc4nccs4)cc3)cc2)CC(C)O1 (configuration not stated)
    2	0.3	6	-12	0	1.7	10	-14	-18
CC[N+](CC)(CCO)CCCN1C(=O)C2CC=C(Cl)CC2C1=O (configuration not stated)
    -9	0.5	-3	9	-3	1.7	12	-12	-3
Cc1cccc(NC(=O)c2cc(-c3ccco3)nc3ccccc23)n1
    1	0.3	-48	42	18	0.5	17	-41	32
CN(C)CCCNC(=O)COc1ccc(Br)cc1Cl
    -22	0.9	-21	21	4	-0.1	6	-4	-12
O=C(O)C1CCCCC1C(=O)Nc1ccccc1Nc1ccccc1 (configuration not stated)
    45	1.6	22	16	-2	-0.8	9	5	7[fluorescence artefact?]
O=C(O)C1Sc2[nH]c(=O)sc2C2c3cc(Cl)ccc3OC(=O)C12 (configuration not stated)
    4	0.6	6	6	0	1.6	10	-23	27
CCOC(=O)C(=O)Nc1sc(C(=O)N2CCOCC2)c(C)c1C#N
    -4	1.2	40	14	-4	0.6	18	-2	3
Cc1cc(/C=N/Nc2nc(N)ncc2[N+](=O)[O-])c(C)n1-c1ccccc1F
    80*	0.6	-9	76*[5 µM]	.	2.9	7	22	-4
O=C1CCCN1c1ccc(S(=O)(=O)N2CCN(c3ccccn3)CC2)cc1
    -4	1.4	-15	26	-2	0.8	10	-15	19[fluorescence artefact?]
COc1ccc(N(CC(=O)Nc2cccc(OC)c2)S(=O)(=O)c2c(C)nn(C)c2C)cc1
    40	1.2	-6	-6	0	1.4	7	25	9
COC(=O)CCC(NC(=O)OCc1ccccc1)C(=O)NC(CC(C)C)C(=O)OC (configuration not stated)
    6	0.2	5	2	1	-1.5	3	2	4
Cc1nnc(Nc2ccc(Cl)c(C(F)(F)F)c2)[nH]c1=O
    7	0.1	-29	25	3	0.4	9	3	-1
O=C(c1ccc2c3c(cccc13)CC2)C1CCCN(C(=O)c2cccnc2)C1 (configuration not stated)
    23	2.7	-61	10	2	3.2	9	1	-7
CCOP(=O)(OCC)c1nc(/C=C/c2ccccc2)oc1NCc1ccccc1
    38	-0.4	51	11	-1	-2.2	3	10	-17
CCCCCC1CCC(c2ccc(C(N)=O)cc2)CC1 (configuration not stated)
    -13	0.1	14	17	-4	-0.9	8	-5	-10
CC1Cc2ccccc2N1C(=O)c1cnc2n(c1=O)CCS2 (configuration not stated)
    26	0.4	1	1	-5	1.9	10	11	1[fluorescence artefact?]
Cc1ccc(CNC(=O)CCn2c(=O)oc3ccccc32)cc1
    -5	0.3	16	-8	.	0.1	5	3	3
O=C(Nc1cccc(Cl)c1)N(CCN1CCOCC1)Cc1cccc(Cl)c1
    22	2.2	-16	22	3	1.2	12	-24	2
COC(=O)C(NC(C)=O)(Nc1cccc(C)n1)C(F)(F)F (configuration not stated)
    -8	0.9	10	-5	.	0.5	4	11	-3
O=C(c1ccccc1)c1ccc2nc(-c3ccc(NC(=O)c4ccccc4Br)cc3)[nH]c2c1
    66	1.0	-5	.	2	1.9	.	29	5
COCC(=O)Nc1ccc(C(C)C)cc1
    13	0.3	9	0	3	-0.1	1	7	-11
COCCOC(=O)C1=C(C)NC2=C(C(=O)CC(C)(C)C2)C1c1ccc(N(C)C)cc1 (configuration not stated)
    8	-1.0	-25	8	-4	1.0	7	-1	-3
CC(C)CC(=O)N1CCN(S(=O)(=O)c2ccc3ccccc3c2)CC1
    43	1.6	-30	-12	-1	1.0	10	9	-3
NC1=NC[C@H](Cc2ccccc2)N1CCc1cccc(F)c1
    0	.	17	7	.	.	16	.	-7
COc1cc(CN(C(=S)NCC(=O)NC2CCCC2)C2CCCC2)cc(OC)c1OC
    12	-0.1	-18	8	-1	0.1	5	1	-29[fluorescence artefact?]
O=C(/C=C/c1ccco1)Nc1ccc2c(c1)OCO2
    -25	-0.3	-6	27	1	0.1	2	-7	18
O=C(CCSc1nc2ccccc2o1)N1CCOCC1
    3	1.0	6	8	-3	0.4	11	-11	-3[fluorescence artefact?]
COc1ccc(N2CCN(C(=O)c3ccc(OCc4c(C)noc4C)c(OC)c3)CC2)cc1
    -32	0.2	-17	2	-2	1.7	11	-9	-7
Nc1nonc1-c1nc2ccccc2n1CC(=O)N1CCCCC1
    8	0.0	-28	3	4	0.3	18	-21	-2
Cc1ccc(C(=O)NN(C)c2nc3ccccc3nc2C(F)(F)F)cc1
    62	1.1	-10	20	2	0.3	13	19	-8[fluorescence artefact?]
CN1/C(=C\C(=S)NC(=O)c2ccccc2Cl)C(C)(C)c2ccccc21
    22	0.3	-31	20	2	-1.1	3	25	8
Cc1ccccc1CN1CCN(S(=O)(=O)c2ccc(F)cc2)CC1
    88*	0.0	9	14	3	-1.6	0	11	26
COc1cccc(-c2csc(N3CCN(CC(=O)NNC(=O)c4ccc(Br)cc4)CC3)n2)c1
    62	-0.3	21	2	-4	-0.1	.	11	-10
CC(=O)Nc1cccc(NC(=O)C2CCCN2C(=O)Nc2ccc(Cl)cc2)c1 (configuration not stated)
    21	0.2	4	16	10	1.8	12	5	-14[fluorescence artefact?]
CCN(CC)c1ccc2c(Nc3ccccc3)c(C=O)c(=O)oc2c1
    14	0.9	57	.	11	0.0	2	6	-2
OC(COc1ccc(CNCCc2ccccc2F)cc1)CN1CCCCC1 (configuration not stated)
    0	0.9	-18	19	10	1.0	4	-32	-11
Cc1nn(CCC(=O)NNC(=S)Nc2ccc(Cl)cc2)c(C)c1[N+](=O)[O-]
    -6	1.0	-10	-3	1	0.8	14	9	0
COc1ccc(-c2c[nH]c(=O)[nH]c2=O)cc1OC
    -18	0.2	43	-5	3	1.2	11	5	-7
CN1CCN(c2cnn(-c3ccccc3)c(=O)c2Br)CC1
    -6	-0.2	-19	28	3	-0.1	6	-5	-8
Cc1ccccc1C(=O)c1c[nH]c(C(=O)NCc2cccs2)c1
    32	-1.0	-30	10	-4	-0.8	7	8	-5
Cc1ccc(S(=O)(=O)Nc2cc(C(=O)NCCN(C)C)ccc2N2CCCCC2)cc1
    42	0.5	-5	-6	13	0.7	19	4	-8
COCc1cc(SC2CCCCC2)nc(C)n1
    8	1.1	25	8	2	0.6	5	-2	-8
COc1cc(C(=O)NCc2nnc(SCC(=O)Nc3ccc4c(c3)OCO4)o2)cc(OC)c1OC
    19	1.0	26	4	4	1.9	5	-4	1
Cc1cc(C)c2cc(C(=O)N3CCc4ccccc4C3)[nH]c2c1
    -11	0.3	-50	10	.	-2.2	5	-8	-3
Cc1ccc(-c2noc(CCC(=O)Nc3ccc(C)cn3)n2)cc1
    42	0.4	-15	25	6	-1.4	15	-39	-13
COc1ccccc1/C=C/C1(C(=O)NC2CCCC2)CC(=O)N1c1ccc(C)cc1 (configuration not stated)
    38	-0.1	57	10	1	-0.8	7	17	-15[fluorescence artefact?]
CCOC(=O)c1cc2c(=O)n3ccccc3nc2n(C(C)C)c1=NC(=O)c1ccncc1
    5	0.3	35	-4	4	-0.4	0	9	-3
CC1CCN(C(=O)CSCC(=O)Nc2nc(-c3cccs3)cs2)CC1
    24	3.0	-55	11	11	6.2	13	-19	11
COc1ccccc1Oc1c(C)oc2cc(OC(=O)c3ccco3)ccc2c1=O
    18	-0.9	16	12	0	-1.3	6	-30	-3
CCCCC(c1nnnn1CC1CCCO1)N1CCN(c2nc3ccccc3s2)CC1 (configuration not stated)
    -6	-0.1	-21	12	7	-0.1	4	-6	64
CC1CCCC(NCC(O)COC(c2ccc(F)cc2)c2ccc(F)cc2)C1C (configuration not stated)
    103*	1.9	-48	13	18	3.0	2	14	52

# (next part)
# Results follow in this order: CHOP inh	TRPML3 agonist	EP2 modulator	PPC-1+TRAIL kill	NPY-Y1 antag	TRPN1 ag	EP2 antag	NPY-Y1 PAM-ag	14-3-3 Bad inh
CC(C)Nc1nc(NC(C)C)nc(SCCOC(=O)Nc2ccc(Cl)cc2Cl)n1
    53	0.5	51	24	21*	0.1	7	-44	4[fluorescence artefact?]
CCOC(=O)CNc1nc(Cl)c(C#N)s1
    -12	-0.2	-1	9	2	0.5	6	-4	-4
CSc1nc(C)c(C(=O)C[n+]2ccc(C)cc2)cc1C#N
    4	0.8	1	9	-2	0.9	10	2	5
S=C(NCC1CCCO1)NC12CC3CC(CC(C3)C1)C2 (configuration not stated)
    -13	-0.4	-16	28	-8	1.0	4	2	-8
CNCCCc1[nH]nc(N)c1C#N
    2	1.1	5	.	4	2.6	12	-2	2
O=C(O)C1CCCCC1C(=O)N1CC=C(c2ccccc2)CC1 (configuration not stated)
    44	0.7	4	24	4	0.1	7	5	-3
